GLS inhibitor: blocks human kidney-isoform glutaminase activity; AID 624170; actives 0.21% (n = 410,000); O94925; Potency, µM (doses to about 45.5 µM), inactives show at the top dose activity change, negative = inhibition, most hits filed as inhibitors; GLS enzymatic activity, qHTS titration; further: potency means the concentration at half of the fitted maximal effect; on the % scale 0 is the no-effect control and ±100 the full control effect
Target sequence (O94925 whole entry, looked up, canonical isoform): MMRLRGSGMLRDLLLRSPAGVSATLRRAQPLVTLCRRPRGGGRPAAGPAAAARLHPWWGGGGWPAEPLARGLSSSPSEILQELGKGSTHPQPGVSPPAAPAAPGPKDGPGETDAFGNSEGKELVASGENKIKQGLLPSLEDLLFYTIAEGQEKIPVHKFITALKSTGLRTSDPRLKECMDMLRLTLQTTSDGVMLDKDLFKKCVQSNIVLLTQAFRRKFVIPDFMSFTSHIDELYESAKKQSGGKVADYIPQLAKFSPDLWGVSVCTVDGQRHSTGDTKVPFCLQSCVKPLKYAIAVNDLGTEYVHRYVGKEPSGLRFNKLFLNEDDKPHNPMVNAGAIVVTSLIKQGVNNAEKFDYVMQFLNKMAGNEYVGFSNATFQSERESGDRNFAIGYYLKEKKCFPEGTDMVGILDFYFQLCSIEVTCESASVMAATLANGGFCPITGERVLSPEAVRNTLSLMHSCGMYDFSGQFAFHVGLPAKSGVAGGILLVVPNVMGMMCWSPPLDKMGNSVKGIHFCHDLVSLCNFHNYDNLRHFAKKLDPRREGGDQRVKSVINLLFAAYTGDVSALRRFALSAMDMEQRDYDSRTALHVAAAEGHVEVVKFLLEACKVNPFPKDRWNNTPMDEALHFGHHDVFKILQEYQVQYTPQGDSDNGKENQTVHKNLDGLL
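hKGA in 45 mM KH2PO4 pH 8.2, 0.02% Tween-20 with pin-transferred compounds; 1 mM L-glutamine (stock) plus glutamate oxidase/HRP/Amplex Red coupling added. Fluorescence read initially and after 30 min at RT.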
Tb PGK inh: inhibitors of T. brucei phosphoglycerate kinase; actives 0.043% (n = 380,000); PGK/GAPDH coupled, Kinase-Glo luminescence, 60 min; Potency, µM (series often up to 57.5 µM), for the others: at the top dose activity change, negative = inhibition, most hits filed as inhibitors; P07378; further: potency means the concentration at half of the fitted maximal effect; on the % scale 0 is the no-effect control and ±100 the full control effect; nearly all actives have a fitted effect of over 60% in size
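Recombinant glycosomal PGK reaction used 1,3-bisphosphoglycerate generated in-well by GAPDH (100nM final) in 100mM TEA pH 7.6, 5mM MgCl2, 0.01% Tween-20. After 60 minutes at room temperature, ATP was read by Kinase-Glo Plus luminescence end-point.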
HP1b chromo inh: inhibitors of HP1-beta chromodomain binding to methylated histone tails | actives 0.56% (n = 390,000) | Potency, µM (doses to about 114 µM), for the others: top-dose activity change, negative = inhibition, hits mostly inhibitors | P83916 | AlphaScreen HP1-beta / biotin-H3K9me3 peptide binding; further: potency means the concentration at half of the fitted maximal effect; nearly all actives have a fitted effect of over 70% in size; inactives centre near 23
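Compound inhibition of the preformed complex between 50 nM HP1-beta and 50 nM biotinylated H3K9me3 peptide was read by AlphaScreen. Buffer was PBS pH 7.4 with 0.01% Tween-20. Incubations ran 30 min at room temperature, with 10 ug/mL donor/acceptor beads.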
BAZ2B block: blocks human BAZ2B | actives 4.4% (n = 360,000) | AlphaScreen BAZ2B-H3K14Ac peptide displacement | Potency, µM (doses to about 114 µM), inactives show at the top dose activity change, negative = inhibition, hits mostly inhibitors; further: potency means the concentration at half of the fitted maximal effect; on the % scale 0 is the no-effect control and ±100 the full control effect; nearly all actives have a fitted effect of over 60% in size
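In this displacement format the biotinylated H3(5-23) peptide acetylated at Lys14 serves as ligand at 50 nM, with BAZ2B at 50 nM in PBS pH 7.4 containing 0.01% Tween-20. Donor and acceptor beads are 10 ug/mL final.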
POLH inh: blocks human DNA polymerase eta activity. Q9Y253. Potency, µM (series often up to 114 µM), for inactives: at the highest dose activity change, negative = inhibition, hits mostly inhibitors. actives 1.2% (n = 390,000). recombinant Pol eta, fluorescent DNA replication assay; further: potency means the concentration at half of the fitted maximal effect; on the % scale 0 is the no-effect control and ±100 the full control effect
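Pol eta at 10 nM preincubated with compounds 15 min at room temperature; reaction started with fluorescent substrate (50 nM final) and read kinetically at 0 and 10 min.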
Pin1 inhibitor: inhibitors of human Pin1 | Q13526 | Pin1 FP peptide displacement, HiFluor488, 10 min | Potency, µM (highest dose often 115 µM), inactives show at the top dose activity, negative = inhibition, hits mostly inhibitors | actives 0.009% (n = 390,000) | AID 504891; active means well fitted inhibition curve with a large enough effect in the polarisation, with a control signal flat, not every such curve was filed as active; inconclusive means small, poorly fitted or top-dose-only effect, or effect the other way, or a change in a side signal; inactive means no such curve, though single readings can be large or run the other way; the % refers to the polarisation; further: potency means the concentration at half of the fitted maximal effect; on the % scale 0 is the no-effect control and ±100 the full control effect
PI4K2A block: PI4K2A (human) kinase inhibition | Q9BTU6 | purified PI4K2A, ADP-Glo luminescence, 1 h; stronger effect = lower value | activity change, negative = inhibition, % at 76.9 µM | actives 0.13% (n = 420,000) | AID 1346378; in the data active means activity change below about -50%; inconclusive means mostly about -30% to -49%;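 further: -100% = wells without enzyme as full effect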
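Compounds are screened against recombinant PI4K2A using PI as substrate and ATP, the latter dispensed at 300 microM. Reactions run one hour at ambient temperature before ADP-Glo detection; full inhibition defined by wells lacking enzyme.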
JMJD2A Tudor inh: JMJD2A Tudor domain (human) inhibition | O75164 | AlphaScreen JMJD2A-Tudor / H3K4me3 peptide binding | Potency, µM (top dose mostly 114 µM), for the others: at the highest dose activity change, negative = inhibition, hits mostly inhibitors | actives 4.4% (n = 390,000) | AID 504339; further: potency means the concentration at half of the fitted maximal effect; on the % scale 0 is the no-effect control and ±100 the full control effect; nearly all actives have a fitted effect of over 50% in size
G9a inh: G9a (human) methyltransferase inhibition; Q96KQ7; G9a H3K9 monomethylation, AlphaScreen, 2 h; Potency, µM (top dose mostly 102 µM), inactives show top-dose activity, negative = inhibition, hits mostly inhibitors; actives 8.8% (n = 350,000); AID 504332; further: potency means the concentration at half of the fitted maximal effect; on the % scale 0 is the no-effect control and ±100 the full control effect; nearly all actives have a fitted effect of over 75% in size
Target sequence (Q96KQ7 913-1193 limits assumed): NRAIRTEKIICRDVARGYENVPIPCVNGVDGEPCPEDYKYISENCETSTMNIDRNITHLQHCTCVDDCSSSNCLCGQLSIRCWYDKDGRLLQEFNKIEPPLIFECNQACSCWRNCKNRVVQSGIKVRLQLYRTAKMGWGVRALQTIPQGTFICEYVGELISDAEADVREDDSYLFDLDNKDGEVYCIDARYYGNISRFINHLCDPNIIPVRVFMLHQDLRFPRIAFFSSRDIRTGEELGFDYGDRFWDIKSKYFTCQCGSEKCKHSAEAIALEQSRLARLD
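G9a (20 nM) was preincubated 15 min with compound, then reacted 2 h at room temperature with 500 nM biotin-H3K9 peptide and 20 µM SAM. Monomethyl-H3K9 detected by AlphaScreen using anti-H3K9me1 antibody.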
* = called active by the depositor; i = inactive; ? = inconclusive; nt = no result given; [ ] = remark or other dose. Unless noted, the call rests on the fitted dose curve; in most records, active means well fitted curve in the direction sought with a large enough effect; inconclusive means small, poorly fitted or top-dose-only effect, or another doubt; inactive means no such curve, though single readings can be large; an effect the other way counts as inactive or inconclusive. A portion of the library; rates above refer to the full screens.

| GLS inhibitor | Tb PGK inh | HP1b chromo inh | BAZ2B block | POLH inh | Pin1 inhibitor | PI4K2A block | structure | JMJD2A Tudor inh | G9a inh |
| --- | --- | --- | --- | --- | --- | --- | --- | --- | --- |
| 4% | -26% | -21%[57 µM] | nt | -15% | 16% | -16 | C(=NN1CCCCCC1)c1ccc2ccccc2n1 | -64% | nt |
| -11% | 1% | 54%[activator] | ? | -17% | -11% | -4 | Cc1ccc(OCCn2c(C3CC(=O)N(Cc4ccc(F)cc4)C3)nc3ccccc32)c(C)c1 (centres undefined) | -19% | -41%[59 µM] |
| -12% | -8% | 13% | 5% | -13% | 16% | -3 | Cn1c(Cl)nc2c1c(=O)n(Cc1cccc(Br)c1)c(=O)n2C | -18% | -15%[59 µM] |
| -6% | 12% | 61%[activator] | 10% | ? | -4% | -1 | COc1ccc(-n2c(C)nc3c(cnn3-c3ccc(Cl)cc3)c2=O)cc1 | 1% | 8%[59 µM] |
| -3% | -6% | -3% | -21% | -19% | ? | 6 | CC1Cc2ccccc2N1C(=O)CCS(=O)(=O)c1ccc2c(c1)NC(=O)CS2 (centres undefined) | ? | 50%[activator] |
| -10% | 7% | 10% | 3% | 1% | 1% | 0 | Cc1ccccc1CNC(=O)c1nn(-c2ccccc2F)nc1CO | -20% | -42%[59 µM] |
| -7% | -6% | 54%[activator] | 9% | -20% | -5% | -4 | COc1ccc(NC(=O)c2c(C)nn(-c3ccccc3)c2Cl)cc1 | -1% | -12%[0.501 µM] |
| 7% | -7% | 5% | -5% | -12% | 1% | 0 | CCN(C(=O)CN1CCN(c2cccc(Cl)c2)CC1)c1c(N)n(Cc2ccccc2)c(=O)[nH]c1=O | -10% | -2% |
| 0% | -4% | 23% | -1% | 13% | -5% | -1 | CCOc1ccc(N/C(N)=N/c2nc(CSc3nnnn3-c3ccccc3)cc(=O)[nH]2)cc1 | -5% | 20% |
| -1% | i | 90%[activator] | 1% | 14% | 3% | -3 | COc1cccc(CNC(=O)CN(C)S(=O)(=O)c2cccc3cccnc23)c1 | -5%[11.4 µM] | -7% |
| -22% | 0% | 32% | 0% | 1% | -3% | -2 | COc1cc(C(C(=O)Nc2c(C)cccc2C)N(C)C(=O)c2ccc(-n3cnnn3)cc2)ccc1O (centres undefined) | -13% | nt |
| -1% | 5% | 6% | nt | 5% | 3% | 1 | CC(NC(=O)c1cccc(F)c1)C1CC2CCC1C2 (centres undefined) | 1% | nt |
| 5% | -7% | 28% | 2% | -8% | 2% | -2 | Cc1cc(NC(=O)CN2C(=O)NC(C)(c3ccccc3)C2=O)no1 (centres undefined) | -10% | 1%[59 µM] |
| 11% | -3% | nt | nt | -8% | nt | -14 | Cc1cccc(OC(C)C(=O)Nc2nc(-c3cccnc3)cs2)c1 (centres undefined) | nt | nt |
| 0% | -2% | 11% | -12% | 3% | 1% | -2 | Nc1c(Cl)ncnc1NCC(O)CO (centres undefined) | -5% | 13% |
| 10% | -8% | 27% | 4% | -27% | ? | -2 | CCOc1ncccc1C(=O)OCC(=O)Nc1cccc(S(=O)(=O)N2CCCCCC2)c1 | -12% | -1%[2.33 µM] |
| -5% | 0% | 79%[activator] | -6% | -11% | -1% | 7 | COC(=O)c1cc(CSc2ncnc3sccc23)oc1C | 29% | ? |
| -5% | -10%[11.5 µM] | 11% | 9% | 7% | -7% | -2 | CCOC(=O)C1CCCN(C(=O)Cc2c(F)cccc2Cl)C1 (centres undefined) | -10% | -47%[2.33 µM] |
| 2% | -2% | 12% | -6% | 6% | -10% | 4 | CCN1CCN(S(=O)(=O)c2cc(OC)ccc2OC)CC1 | -18% | -1%[59 µM] |
| -1% | -1% | 33% | 2% | -5% | -2% | -4 | CN(C)C(=O)c1ccccc1NC(=O)Cc1cccc2ccccc12 | -19% | nt |
| 10% | -1% | -19% | -8% | -7% | 1% | 5 | Cc1ccc(C(C(=O)NCc2ccco2)N(C(=O)Cn2nnc3ccccc32)c2ccccc2)o1 (centres undefined) | -34% | 45µM* |
| 5% | 10% | 22%[57 µM] | -2% | 10% | -1% | 0 | Cc1ccc(/C=C/c2onc(C)c2S(=O)(=O)N2CCC(C(=O)NCc3ccc(N(C)C)cc3)CC2)cc1 | -6% | -4%[59 µM] |
| 5% | -7% | 33% | nt | -9% | -8% | 4 | CC1(C)CC(=O)/C(=C(\O)CCCN2C(=O)c3ccccc3C2=O)C(=NCC(=O)O)C1 | -15% | -7% |
| 8% | -1% | 27% | -23% | -12% | -4% | 0 | O=C(/C=C\c1cccs1)N1CCN(Cc2ccc3c(c2)OCO3)CC1 | -7% | -15%[59 µM] |
| 1% | i | 30% | -13% | -1% | 0% | 1 | CCc1ccccc1NC(=S)NC1CC2CCC(C1)N2Cc1ccc(F)cc1 (centres undefined) | -24% | nt |
| 4% | -10% | 26% | 7% | -19% | 2% | 1 | COc1ccc(C(C)NC(=O)c2ccc(Cl)cc2)cc1OC (centres undefined) | -5% | 10%[59 µM] |
| 1% | -7% | 3% | 4% | 9% | -6% | 3 | CCOC(=O)C1CCCN(C(=O)c2cc(S(=O)(=O)N(C)C)ccc2N2CCCC2)C1 (centres undefined) | -7% | 7% |
| 1% | 0% | -5% | -25% | -6% | 23% | -2 | COc1ccc2cc(C(=O)/C=C/c3cc(OC)c(OC)c(OC)c3)ccc2c1 | -23% | 15% |
| 20µM* | ? | 20µM* | 13µM* | -25% | ? | ? | COc1cc(/C=C2/SC(=S)N(Cc3ccccc3)C2=O)cc(OC)c1O | 3.5µM* | ? |
| 2% | -3% | 24% | 1% | -7% | 17% | -4 | COc1ccc(-n2c(=O)c3c4c(sc3n(Cc3c(F)cccc3Cl)c2=O)CN(C(C)=O)CC4)cc1OC | -12% | 1%[59 µM] |
| 13% | -7% | 31% | -20% | -22% | 1% | 3 | O=C(Cc1ccccc1[N+](=O)[O-])NNC(=O)Nc1ccc2c(c1)OCO2 | -16% | 10% |
| -8% | -1% | 18% | 7% | -8% | -3% | -1 | CCOc1ccc(CCNC(=O)COC(=O)c2cccc(S(=O)(=O)N3CCCC3)c2)cc1OCC | -6% | -35% |
| -9% | 0% | 32% | 2% | -3% | 4% | 7 | COc1ccccc1C(=O)OCn1nnc2ccccc2c1=O | -2% | 25%[12.7 µM] |
| -4% | i | 42%[activator] | -10% | -15% | -1% | 1 | O=C(Nc1ccc(Br)cc1)c1cccc2c1C(=O)N(C1CCCCC1)C2 | 2% | 88%[activator] |
| 5% | 14% | 25% | -17% | 4% | 1% | -2 | Cc1cc(NC(=O)C2CCCO2)ccc1Br (centres undefined) | -7% | -5% |
| 2% | -3% | 10% | 0% | -2% | -5% | -5 | O=C(c1cccs1)N1CCN(C23CC4CC(CC(C4)C2)C3)CC1 | -5% | 24% |
| 1% | -7% | 38%[activator][57 µM] | 5% | -5% | 7% | -1 | CC(Nc1nc(-c2ccccc2O)nc2ccccc12)c1ccccc1 (centres undefined) | 15% | 80%[activator] |
| 3% | 2% | 7% | -1% | -5% | 31%[activator] | -4 | N#Cc1ccc(-c2csc(NC(=O)/C=C/c3cccs3)n2)cc1 | -14% | 4%[59 µM] |
| -2% | -3% | 46%[activator] | -2% | -6% | -4% | -1 | CC(=O)c1nccs1 | -2% | -9%[0.501 µM] |
| -2% | 2% | 18% | -4% | -17% | -5% | -1 | C=CCNC(=O)CN(CCc1ccccc1)S(=O)(=O)c1ccccc1 | 1% | 0% |
| ? | -25% | ? | nt | 10µM* | ? | -15 | CN(C)c1ccc2cc(S(=O)(=O)O)cc(O)c2c1 | 50µM* | nt |
| 0% | 4% | 22% | -14%[57.1 µM] | 6% | 3% | -2 | O=c1[nH]c(-c2ccccc2)nn1-c1ccc(Br)cc1Br | -8% | -3% |
| 14% | -1% | 22% | 4% | -6% | -2% | -5 | Cc1ccc(NC(=O)CN2CCCC2)cc1 | -12% | nt |

3 entries picked at random from the list so far:
| GLS inhibitor | Tb PGK inh | HP1b chromo inh | BAZ2B block | POLH inh | Pin1 inhibitor | PI4K2A block | structure | JMJD2A Tudor inh | G9a inh |
| --- | --- | --- | --- | --- | --- | --- | --- | --- | --- |
| -3% | -6% | -3% | -21% | -19% | ? | 6 | CC1Cc2ccccc2N1C(=O)CCS(=O)(=O)c1ccc2c(c1)NC(=O)CS2 (centres undefined) | ? | 50%[activator] |
| 1% | 0% | -5% | -25% | -6% | 23% | -2 | COc1ccc2cc(C(=O)/C=C/c3cc(OC)c(OC)c(OC)c3)ccc2c1 | -23% | 15% |
| -2% | -3% | 46%[activator] | -2% | -6% | -4% | -1 | CC(=O)c1nccs1 | -2% | -9%[0.501 µM] |

Compound profiles, as listed above. Order of values: GLS inhibitor | Tb PGK inh | HP1b chromo inh | BAZ2B block | POLH inh | Pin1 inhibitor | PI4K2A block | JMJD2A Tudor inh | G9a inh
CC(Nc1nc(-c2ccccc2O)nc2ccccc12)c1ccccc1 (centres undefined) across the screens: 1% | -7% | 38%[activator][57 µM] | 5% | -5% | 7% | -1 | 15% | 80%[activator]
COc1cc(/C=C2/SC(=S)N(Cc3ccccc3)C2=O)cc(OC)c1O across the screens: 20µM* | ? | 20µM* | 13µM* | -25% | ? | ? | 3.5µM* | ?
